# Compound activity from PubChem BioAssay.
# PLAP inhibitors HTS = PLAP enzyme inhibitors, biochemical, luminescence, HTS (AID 690) | purified PLAP, luminescent substrate; higher % means a stronger effect | inhibition, % at 20 µM; hits with a dose series show IC50 in µM | 0.08% of 96,000 active; in the data active means a potency from the dose series; inactive means the rest, 99 in 100 with inhibition below about 30%; further: strong numbers were not always called active
# Bcl-B displacement = displacers of TR3 peptide from Bcl-B, primary screen, selectivity assay for Bfl-1 inhibitor project, biochemical, fluorescence polarization. FP displacement of FITC-TR3 peptide from Bcl-B; higher % means a stronger effect. 0.11% of 96,000 active. displacement, % at 20 µM; hits with a dose series show IC50 in µM;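 active means displacement above 50% at 20 µM plus a fluorescence interference ratio under 1.5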;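 further: plate controls were wells without compound for no effect and wells lacking Bcl-B protein for full effect; a part of the inactive calls stands beside numbers as strong as those of hits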
# IL1B NFkB pot = enhances IL-1B driven NFkB nuclear translocation | activation, % at 2 µM | AID 819 | 0.3% of 94,000 active | HUVEC IL-1B NFkB p65 nuclear translocation imaging;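 active means activation above 40%, about the mean plus 3 SD, also judged a hit on visual image review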;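 further: percent activation is computed from the nuclear over cytoplasmic p65 intensity ratio; values of inactives mirror those of a sister screen read the other way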
# MRP resist rev = reverses drug resistance mediated by MRP | H69AR cells + 2 uM doxorubicin, CellTiter-Glo, 72 h | differential viability (reversal), % at 10 µM | 0.04% of 85,000 active;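 active means viability drop by adding the cancer drug above about 55%, with treated viability meeting a 40% cutoff, limit read from the data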;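 further: viability without doxorubicin minus viability with 2 µM doxorubicin for each compound; larger differential means the compound sensitizes cells more to doxorubicin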
# IL1B NFkB inh = blocks IL-1B driven NFkB nuclear translocation in HUVEC cells | HUVEC IL-1B NFkB p65 nuclear translocation imaging | inhibition, % at 2 µM | 0.43% of 94,000 active | AID 796;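 active means inhibition above about 30% together with a positive call from visual inspection of the well image, limit read from the data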;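 further: nuclear over cytoplasmic p65 intensity ratio measured by imaging; 0% = IL-1B stimulated DMSO wells and 100% = unstimulated DMSO wells; values of inactives mirror those of a sister screen read the other way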
# MRP resist rev cytotoxicity = further read-out of MRP resist rev, marked with its call; viability, %; H69AR cells, CellTiter-Glo, 72 h; measured here: cytotoxicity without doxorubicin
# MRP resist rev with doxorubicin = further read-out of MRP resist rev, marked with its call; viability, %; measured here: viability with 2 uM doxorubicin; stronger effect = lower value
# IL1B NFkB inh cell count 2 µM = second read-out of IL1B NFkB inh, no call of its own (marks repeat the call); cell count; measured here: cells passing quality filter;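 raw number of nuclei counted in each imaged well without normalization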
# IL1B NFkB pot cell count 2 µM = recorded beside IL1B NFkB pot, whose call it bears; cell count; measured here: cells passing quality filter
# Numbers without * were called inactive; x = no result given. This is a subset; the hit share may differ from the screen's.
# Value order – PLAP inhibitors HTS	Bcl-B displacement	IL1B NFkB pot	IL1B NFkB pot cell count 2 µM	MRP resist rev	MRP resist rev cytotoxicity	MRP resist rev with doxorubicin	IL1B NFkB inh	IL1B NFkB inh cell count 2 µM
> CCOC(=O)c1cc(C#N)c(NCc2ccccc2)nc1C
    -7%	2%	3	118	10	84	74	-3	118
> O=C(CCCCCn1c(=S)[nH]c2ccccc2c1=O)N1CCOCC1
    -9%	0%	9	133	9	97	88	-9	133
> Nc1c(C(O)(C(F)(F)F)C(F)(F)F)cc(C(O)(C(F)(F)F)C(F)(F)F)c2ccccc12
    x	x	2	147	-1	25	25	-2	147
> CCOC(=O)c1[nH]c(C)c(C(=O)NCc2ccc(Cl)cc2)c1C
    20%	-11%	x	x	-11	88	99	x	x
> Clc1ccc(-c2nnsc2SCc2ccccc2)cc1
    38%	-3%	1	126	x	x	x	-1	126
> Cc1ccc(NC(=O)c2cc(S(=O)(=O)N3CCCCC3)ccc2N2CCOCC2)cc1F
    -23%	-8%	4	120	x	x	x	-4	120
> CCN1C(=O)c2cccc3c(NC(=O)c4ccc(S(=O)(=O)N(C)C)cc4)ccc1c23
    20%	-5%	x	x	x	x	x	x	x
> Cc1nc2ccccn2c1/C(O)=C1\C(=O)C(=O)N(CCN(C)C)C1c1cccnc1 (configuration not stated)
    2%	20%	6	83	-2	96	98	-6	83
> CC(C(=O)NC(=O)NCc1ccccc1)N1C(=O)c2ccccc2C1=O (configuration not stated)
    9%	-3%	5	88	8	94	87	-5	88
> CCS(=O)(=O)C(=C1NCCO1)S(=O)(=O)CC
    2%	2%	-4	142	-1	95	97	4	142
> C=CCOn1c(C)c(C(C)=O)c2c3nonc3ccc21
    x	x	2	125	-24	63	87	-2	125
> O=C(Cc1ccc(F)cc1)N(c1ccccc1)C1C=CS(=O)(=O)C1 (configuration not stated)
    -5%	-6%	x	x	13	84	71	x	x
> O=C(COc1ccccc1)Nc1ccc(S(=O)(=O)N2CCOCC2)cc1
    25%	-7%	-2	190	-14	76	90	2	190
> O=Cc1cn(-c2ccccc2)nc1-c1cc2c(ccc3ccccc32)oc1=O
    -7%	-146%	-13	164	19	86	67	13	164
> CCC(C)n1c(-c2cccs2)nc2nc3ccccc3nc21 (configuration not stated)
    12%	-15%	-14	89	-10	80	90	14	89
> O=C(Cn1ncc2c1-c1ccccc1OC2)Nc1ccc(S(=O)(=O)N2CCCCC2)cc1
    -49%	18%	-5	70	-11	69	80	5	70
> O=C1CC(c2ccco2)Cc2nc(N3CCN(Cc4ccc5c(c4)OCO5)CC3)ncc21 (configuration not stated)
    -84%	-4%	39	136	1	82	82	-39	136
> O=C(CCC(=O)c1ccc(Cl)cc1)OCC(=O)c1ccccc1
    19%	0%	12	139	x	x	x	-12	139
> O=C(CSc1nc(-c2ccco2)cc(C(F)(F)F)n1)Nc1ccc(C(=O)N2CCOCC2)cc1
    x	x	-15	121	-1	78	79	15	121
> CSc1nsc(SCc2ccc(Cl)cc2)n1
    14%	3%	4	149	23	90	67	-4	149
> CCS(=O)(=O)c1nc2ccccc2n1CC(=O)N1CCOCC1
    5%	-4%	0	170	-2	88	91	0	170
> Cn1cc(Br)c(C(=O)N2CCN(c3cccc(Cl)c3)CC2)n1
    x	x	0	144	1	85	84	0	144
> COC(=O)c1cc(=O)n(CCc2ccccc2F)c(=Nc2ccc(F)c(Cl)c2)s1
    27%	1%	-9	140	0	2	2	9	140
> O=C(NC1(C(F)(F)F)NC(=O)N(Cc2cccnc2)C1=O)c1ccncc1 (configuration not stated)
    2%	-10%	3	81	0	92	92	-3	81
> Cc1cc(C)c(C#N)c(Nc2ccccc2)n1
    x	x	10	102	-6	91	97	-10	102
> COc1ccccc1NC(=O)c1ccc(NS(C)(=O)=O)cc1
    -5%	1%	-5	158	-5	81	86	5	158
> COc1ccc(-c2noc(CSc3nnc(-c4ccccc4)n3C)n2)cc1
    -51%	4%	-4	184	9	89	80	4	184
> CCOc1ccc2[nH]cc(C(=O)N3CCN(CC)CC3)c(=O)c2c1
    -1%	-4%	-6	163	-9	91	100	6	163
> Clc1ccc(C(c2nnnn2C2CCCC2)N2CCSCC2)cc1 (configuration not stated)
    -14%	5%	13	131	1	71	69	-13	131
> O=S(=O)(Cc1cc(Sc2ccc(Cl)cc2)nc(-c2ccccc2)n1)c1ccccc1
    34%	-7%	18	163	-12	83	95	-18	163

# Ordered by formula weight (low to high): some entries from above.
# Value order – PLAP inhibitors HTS	Bcl-B displacement	IL1B NFkB pot	IL1B NFkB pot cell count 2 µM	MRP resist rev	MRP resist rev cytotoxicity	MRP resist rev with doxorubicin	IL1B NFkB inh	IL1B NFkB inh cell count 2 µM
> CCS(=O)(=O)C(=C1NCCO1)S(=O)(=O)CC
    2%	2%	-4	142	-1	95	97	4	142
> CCC(C)n1c(-c2cccs2)nc2nc3ccccc3nc21 (configuration not stated)
    12%	-15%	-14	89	-10	80	90	14	89
> Clc1ccc(C(c2nnnn2C2CCCC2)N2CCSCC2)cc1 (configuration not stated)
    -14%	5%	13	131	1	71	69	-13	131
> Cc1nc2ccccn2c1/C(O)=C1\C(=O)C(=O)N(CCN(C)C)C1c1cccnc1 (configuration not stated)
    2%	20%	6	83	-2	96	98	-6	83
> O=C1CC(c2ccco2)Cc2nc(N3CCN(Cc4ccc5c(c4)OCO5)CC3)ncc21 (configuration not stated)
    -84%	-4%	39	136	1	82	82	-39	136
> O=C(Cn1ncc2c1-c1ccccc1OC2)Nc1ccc(S(=O)(=O)N2CCCCC2)cc1
    -49%	18%	-5	70	-11	69	80	5	70

# Next results follow:
# Value order – PLAP inhibitors HTS	Bcl-B displacement	IL1B NFkB pot	IL1B NFkB pot cell count 2 µM	MRP resist rev	MRP resist rev cytotoxicity	MRP resist rev with doxorubicin	IL1B NFkB inh	IL1B NFkB inh cell count 2 µM
> Cc1ccc(-c2nc3ccccc3[nH]2)cc1NC(=S)NC(=O)c1ccccc1Br
    -11%	-5%	-7	126	x	x	x	7	126
> COc1cc(C2C(C(=O)Nc3ccccc3OC)=C(C)Nc3ncnn32)ccc1O (configuration not stated)
    -5%	8%	2	167	-3	85	88	-2	167
> CCOc1ccc(-n2c(SCC(=O)Nc3ccc4c(c3)OCO4)nc3c(c2=O)SCC3)cc1
    -38%	-2%	x	x	4	82	78	x	x
> O=C(CN1C2CCC1CC(NC(=O)C1CC1)C2)NCc1ccccc1 (configuration not stated)
    6%	-4%	x	x	5	90	85	x	x
> CCSc1nc2nn(-c3ccccc3)c(=O)c-2c2n1CCCCC2
    -14%	1%	-10	145	-12	72	84	10	145
> O=C1C(Cl)=C(NCC2CCCO2)C(=O)N1c1cccc(Cl)c1Cl (configuration not stated)
    -6%	-1%	-12	176	7	82	75	12	176
> CCOC(=O)C(NC(=O)N1CCCCC1)(c1ccccc1)C(F)(F)F (configuration not stated)
    -9%	-1%	-1	95	-2	96	98	1	95
> Cc1cc(C)nc(-n2nc(C)c3c(=O)[nH]c(C(F)(F)F)nc32)n1
    14%	11%	29	144	1	89	88	-29	144
> CCn1c(CSc2nc3ccccc3n2C)nc2ccccc21
    15%	1%	x	x	4	81	77	x	x
> COc1ccc(F)cc1S(=O)(=O)N1CCC(C(N)=O)CC1
    0%	-8%	14	176	8	95	88	-14	176
> CCOC(=O)Cc1csc(SCC(=O)c2c(N)n(CC(C)C)c(=O)n(C)c2=O)n1
    -7%	15%	-19	195	-4	93	97	19	195
> CCCc1cc(C(=O)N2CCN(c3ccccc3C)CC2)cs1
    0%	-6%	3	117	0	75	74	-4	117
> Clc1ncnc2scc(C3COc4ccccc4O3)c12 (configuration not stated)
    x	x	-11	150	-1	7	8	11	150
> Cc1cc(C)c(-c2cc(C(F)(F)F)no2)c(=O)[nH]1
    x	x	19	163	x	x	x	-19	163
> CCNS(=O)(=O)c1ccc(CCC(=O)Nc2cc(Cl)ccc2Oc2ccccc2)cc1
    -36%	-8%	-8	119	x	x	x	8	119
> O=C(CSc1nnc(NC(=O)c2ccco2)s1)NC1CCCCC1
    7%	-1%	2	169	-8	87	96	-2	169
> CC(C)(C)C(=O)[C@@H]1[C@@H]2C(=O)N(C3CCCCC3)C(=O)[C@@H]2[C@H]2c3ccccc3C=CN12
    -81%	1%	1	197	42	72	30	-1	197
> CCCS(=O)(=O)C(=C(Nc1ccccc1)Nc1ccccc1)S(=O)(=O)CCC
    -12%	7%	15	81	-48	30	78	-15	81
> O=C(Nc1ncc(Cc2cccc(Cl)c2)s1)C1=NCCN1
    -20%	-8%	3	182	x	x	x	-3	182
> C=CCn1c(SCC(=O)NCc2ccccc2)nnc1-c1cc(Br)ccc1O
    -80%	9%	-5	156	-4	88	92	6	156
> CCCCCCCCn1cnc2c(N)c(C)c(C)cc21
    -51%	4%	-1	139	x	x	x	0	139
> O=c1oc(-c2cccnc2)nc2ccccc12
    -11%	-5%	-18	76	-18	87	105	18	76
> Cc1nc(-c2ccccc2)cs1
    -1%	4%	7	190	11	110	99	-7	190
> C=CCc1cc(OC)ccc1OCCON1C(=O)CCC1=O
    -7%	-4%	15	103	11	98	87	-15	103
> Cc1ccc(OCC(=O)N2CCN(C3=NS(=O)(=O)c4ccccc43)CC2)cc1
    11%	-7%	3	105	-7	80	88	-3	105
> CCN(CCCNC(=O)C1CCN(S(=O)(=O)c2cnc[nH]2)CC1)c1cccc(C)c1
    -76%	-2%	-14	144	-19	90	109	14	144
> CCN=C1SC(CC(=O)NC2CCCCC2)C(=O)N1CC (configuration not stated)
    8%	-4%	11	159	-6	99	105	-11	159
> CCOC(=O)c1cnc2c(Cl)cc(Cl)cc2c1NCCOCCO
    -46%	-29%	-2	96	-17	51	68	2	96
> CN(C)S(=O)(=O)c1cccc(C(=O)OCC(=O)NCc2ccccc2)c1
    8%	-5%	18	145	x	x	x	-18	145
> CSc1nc(N)nc(SCC(=O)C23CC4CC(CC(C4)C2)C3)c1C#N
    x	x	6	148	x	x	x	-6	148
> O=C(CN1C(=O)c2cccc3cccc1c23)NCc1ccccn1
    10%	-15%	-1	132	-8	98	106	1	132
> COc1ccc(NC(=O)C2C3C=CC4(CN(Cc5cccnc5)C(=O)C24)O3)c(OC)c1 (configuration not stated)
    -15%	2%	-1	134	13	95	82	1	134
> O=C1OC(Nc2ncccn2)c2ccccc21 (configuration not stated)
    6%	-3%	-16	160	24	99	75	16	160
> CC(C)(C)OC(=O)N1CCC[C@H]1c1nnc(SCc2ccccc2Cl)o1
    -80%	-1%	-6	178	15	85	71	6	178
> O=C(NCCCN1CCN(c2ccccc2F)CC1)Nc1ccc(F)cc1
    -10%	6%	4	109	14	93	80	-4	109
> O=C(NC1CCCCC1)n1c(=O)oc2ccccc21
    19%	-8%	-8	125	-3	91	94	8	125
> O=C(O)CCCNC1=NCCC1
    5%	1%	x	x	-20	84	105	x	x
> CC1CCCC(C)N1C(=O)CN1C(=O)C(C)(C)Oc2ccc(C(=O)NC3CCCC3)cc21 (configuration not stated)
    -54%	-7%	11	69	-3	82	85	-11	69
